FEN1 inh – qHTS Assay for the Inhibitors of Human Flap endonuclease 1 (FEN1) | P39748 | Potency, µM (series often up to 114 µM), for the others: top-dose activity change, negative = inhibition, usual class: inhibitors | Recombinant FEN1 flap cleavage, fluorescence, 15 min | actives 0.35% (n = 390,000); note: nearly all actives have a fitted effect of over 65% in size
Target sequence (P39748 whole entry, looked up): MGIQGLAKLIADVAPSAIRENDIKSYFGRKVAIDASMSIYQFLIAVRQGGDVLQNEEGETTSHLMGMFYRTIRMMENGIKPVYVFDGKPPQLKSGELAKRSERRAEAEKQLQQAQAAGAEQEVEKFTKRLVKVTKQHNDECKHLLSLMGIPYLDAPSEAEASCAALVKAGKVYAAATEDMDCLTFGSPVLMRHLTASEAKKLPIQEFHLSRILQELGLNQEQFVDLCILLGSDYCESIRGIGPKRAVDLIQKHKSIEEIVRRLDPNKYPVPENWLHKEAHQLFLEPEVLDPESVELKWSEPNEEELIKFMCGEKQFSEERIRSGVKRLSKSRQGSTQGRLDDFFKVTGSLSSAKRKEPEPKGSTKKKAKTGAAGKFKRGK
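Concentration–response screening of FEN1 (10 nM): 15 min compound preincubation at room temperature, reaction started with 50 nM substrate and read at 0 and 15 min. Corrected, normalized data were fitted by a four-parameter Hill equation.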
TDP1 cell CPT – qHTS for Inhibitors of human tyrosyl-DNA phosphodiesterase 1 (TDP1): qHTS in cells in presence of CPT; chicken DT40 Tdp1-/-;hTDP1 cells + 20 nM CPT, ATP luminescence, 48 h; Potency, µM (doses to about 46.2 µM), without a hit: top-dose activity change, negative = growth inhibition, usual class: inhibitors; actives 12% (n = 420,000); note: nearly all actives have a fitted effect of over 55% in size
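Chicken DT40 Tdp1-/- cells complemented with human TDP1, 400 cells/well, exposed to compounds plus 20 nM camptothecin for at least 48 h at 37 C; viability read as ATP content by CellTiter-Glo luminescence.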
GCN5L2 inh – qHTS Assay for Inhibitors of GCN5L2; Histone acetyltransferase KAT2A (Homo sapiens), Q92830; GCN5L2 HAT assay, ThioGlo1 CoA-SH fluorescence; Potency, µM (top dose mostly 58.9 µM), without a hit: at the highest dose activity change, negative = inhibition, usual class: inhibitors; actives 0.21% (n = 390,000)
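Titration-based screen in which CoA formation is detected via maleimide probe ThioGlo1 (50uM) turning fluorescent on thiol reaction; substrates H3(1-25) 75uM and acetyl-CoA 70uM, GCN5L2 20nM, 20 min incubation at room temperature.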
An asterisk follows results filed as active; ? = inconclusive; . = no result given; & = joins results of further samples; [ ] = dose if it differs, or a comment. Calls come from the whole dose curve; as a rule, active = well fitted curve in the direction sought with a large enough effect; inconclusive = small, poorly fitted or top-dose-only effect, or another doubt; inactive = no such curve, though single readings can be large; an effect the other way counts as inactive or inconclusive. % is set by controls: 0 for no effect and ±100 for the full control effect; potency is the fitted concentration of half-maximal effect. A portion of the library, so the mix of outcomes need not match the whole.

SMILES	FEN1 inh	TDP1 cell CPT	GCN5L2 inh
Cc1ncc(CO)c2c1Oc1nc(-c3ccccc3F)nc(SCC(=O)N3CCCCC3)c1C2	0%	?	1%
O=C(NC1CCCC1)C(c1cccs1)N(C(=O)c1csnn1)c1ccccc1F (configuration not stated)	0%	?	-6%
CC[C@H](C)[C@@H]1NC(=O)c2cc([N+](=O)[O-])cc(F)c2NCCCC[C@@H](C(N)=O)NC(=O)[C@H](CC(N)=O)NC1=O	15%	2%	-5%
O=S(=O)(c1cc(Cl)ccc1Cl)N1CCN(Cc2ccco2)CC1	-2%	-19%	-5%
COc1ccc(N2CC(C(=O)Nc3ccc(N4CCOCC4)cc3)CC2=O)cc1 (configuration not stated)	-4%	-3%	-20%[0.501 µM]
CC1(C)Cc2c(sc3c2C(=O)N(c2ccccc2)C2=NCCCN23)CO1	-2%	-2%	-3%
C=CCn1c(=S)[nH]c2sc3c(c2c1=O)CCCC3	13%	-26%	-24%
COCCN1C=C2C(=O)C(C)(OC(=O)C3CCCC3)C(=O)C=C2C=C1c1ccsc1 (configuration not stated)	?	-30%	2%
COc1cc(OC)c2c(-c3ccccc3)cc(=O)oc2c1C(CCN1CCCC(C)C1)c1ccc2c(c1)OCO2 (configuration not stated)	-16%&10%	?	5%
CCN1C(=O)[C@H]2[C@@H](c3ccc(C)cc3)N3C(=O)N(c4cccc(Cl)c4)C(=O)[C@@]3(CC(C)C)[C@H]2C1=O	-4%	?	-7%
CC1CCCN(C(=O)C2CCN(S(=O)(=O)c3ccccc3)CC2)C1 (configuration not stated)	-1%	1%	2%
CSc1ccc(CCNC(=O)CCc2c(C)nc3ncnn3c2C)cc1	-2%	10%	3%
Cc1cc2cc(CNC(=O)Nc3ccc(Cl)c(Cl)c3)ccc2n1C	-2%	-19%	-2%
O=C(NNc1cccc([N+](=O)[O-])c1)/C(=C\c1cccnc1)NC(=O)c1ccccc1	-17%	2%	-8%
CCc1ccc(C2=NNC(=Nc3c(C)n(C)n(-c4ccccc4)c3=O)SC2)cc1	3%	4%	3%
c1ccc(-n2nnc3ccccc32)nc1	-4%	1%	-2%
CC1C(=O)N2CCCc3cc(NC(=O)C(=O)NCCc4ccc(F)cc4)cc1c32 (configuration not stated)	-16%	?	-4%
Cc1ccc(CC2CC(=O)N(c3cc(C)ccc3C)C2=O)cc1 (configuration not stated)	-10%	3%	-2%
CCn1cc(C(=O)NCCCN2CC(C)CC(C)C2)c(=O)c2cc(S(=O)(=O)N(C)C3CCCCC3)ccc21 (configuration not stated)	-14%	?	-9%
Cc1onc(C(=O)Nc2ccc3c(c2)OCO3)c1[N+](=O)[O-]	11%	-30%	1%
CC(C(=O)NN)c1ccc([N+](=O)[O-])cc1 (configuration not stated)	5%	-26%	17%
CCOc1ccc(C(=O)CCC(=O)NCC(=O)OCc2ccccc2)cc1OCC	-14%	?	-1%
Cc1ccc(-c2cc(C(=O)NCCCn3ccnc3)no2)cc1	-12%	-8%	0%
COc1ccc(-c2sc3ccc(N4CCOCC4)cc3c2C#CC(C)(C)O)cc1	-7%	21µM*	-20%
C=CCNC(=O)c1cccc(Br)c1	-16%	-5%	0%
CC(C)(C)OC(=O)C[C@H]1C/C=C\C[C@@H](CC(=O)N(CCO)Cc2ccccc2)C(=O)N[C@H](Cc2c[nH]c3ccccc23)COC1=O	-6%	?	-3%
O=C(CNC(=O)c1ccccc1)OCC(=O)c1cccc2ccccc12	-4%	?	.
COc1cc(CCCN2CCNC[C@@H]2Cc2ccc(O)cc2)cc(OC)c1OC	-8%	-32%	-14%
O=C(Oc1ccc(NC2=NS(=O)(=O)c3ccccc32)cc1)c1cccnc1	3%	-23%	-11%
CC(C)(C)c1nnc(NC(=O)CCn2cnc3ccccc3c2=O)s1	-7%	-20%	0%
CC(=O)/C(CN1CCCCC1)=N\O	-9%	2%	-2%
COCCCNc1nc2ccccc2nc1NS(=O)(=O)c1cc(Cl)ccc1Cl	17%	?	-15%
CCc1nnc(NC(=O)CN2CCN(c3ccccc3OC)CC2)s1	1%	-8%	?
CCCC1(C(=O)O)NC(c2ccccc2O)C2C(=O)N(Cc3ccccc3)C(=O)C21 (configuration not stated)	15%	-11%	-7%
N#Cc1ccccc1NC(=O)COC(=O)c1ccc(S(=O)(=O)N2CCCC2)cc1	3%	6%	-2%
Cc1ccc(S(=O)(=O)N2CCOCC2)cc1C(=O)N1c2ccccc2Sc2ccccc21	10%	?	-9%
O=[N+]([O-])c1ccc(/C=N/Nc2ncc(-c3ccccc3)cn2)cc1	30%	4%	-1%
COc1ccc(C(=O)NC2=Nc3ccccc3N=C(C)C2c2ccccc2)cc1 (configuration not stated)	-4%	-18%	1%
COc1ccccc1NC(=O)c1cn(C)c(=O)c2cc(OC)c(OC)cc12	3%	-10%	3%
Cc1cn2c(=O)cc(COc3cccc(NC(=O)c4ccccc4Cl)c3)nc2s1	19%	?	-5%
CC(C)(C)c1ccc(Oc2ccc(NC(=O)c3ccco3)cn2)cc1	?	1.8µM*	?
Nc1nc(-c2ccccc2)cc(-c2ccccc2)n1	2%	16µM*	-5%
COc1ccccc1CNc1ncncc1-c1ccc2c(c1)OCO2	.	?	-19%
O=C(Nc1cccc(S(=O)(=O)N2CCOCC2)c1)c1cn(-c2ccccc2)nc1-c1ccc(F)cc1	0%	?	-8%
O=C(CS(=O)CC(=O)N(CC(=O)NC1CCCC1)C1CCCC1)Nc1ccc(F)cc1 (configuration not stated)	-7%	-28%	-1%
Cc1oc2ccc(OCc3cccc(Cl)c3)cc2c1C(=O)O	-8%	-6%	12%
Cc1ccc(CNC(=O)c2nc(SCc3ccccc3F)ncc2Cl)cc1	0%	?	-1%
COc1cccc(NC(=O)CN2CCN(c3nc(-c4cccc(OC)c4)cs3)CC2)c1	-19%	-27%	-10%
O=C(Nc1ccc2c(c1)OCO2)c1cnn2c1NC(c1ccco1)CC2C(F)(F)F (configuration not stated)	-3%	?	1%
COc1ccc(/C=C/C(=O)NCCn2c(C)cc3ccccc32)cc1OC	-31%	-26%	-8%

Some of these compounds in order of molar mass, falling:
SMILES	FEN1 inh	TDP1 cell CPT	GCN5L2 inh
CC(C)(C)OC(=O)C[C@H]1C/C=C\C[C@@H](CC(=O)N(CCO)Cc2ccccc2)C(=O)N[C@H](Cc2c[nH]c3ccccc23)COC1=O	-6%	?	-3%
CCn1cc(C(=O)NCCCN2CC(C)CC(C)C2)c(=O)c2cc(S(=O)(=O)N(C)C3CCCCC3)ccc21 (configuration not stated)	-14%	?	-9%
Cc1ncc(CO)c2c1Oc1nc(-c3ccccc3F)nc(SCC(=O)N3CCCCC3)c1C2	0%	?	1%
Cc1ccc(S(=O)(=O)N2CCOCC2)cc1C(=O)N1c2ccccc2Sc2ccccc21	10%	?	-9%
O=C(CS(=O)CC(=O)N(CC(=O)NC1CCCC1)C1CCCC1)Nc1ccc(F)cc1 (configuration not stated)	-7%	-28%	-1%
COCCN1C=C2C(=O)C(C)(OC(=O)C3CCCC3)C(=O)C=C2C=C1c1ccsc1 (configuration not stated)	?	-30%	2%
COc1ccc(-c2sc3ccc(N4CCOCC4)cc3c2C#CC(C)(C)O)cc1	-7%	21µM*	-20%
COc1cc(CCCN2CCNC[C@@H]2Cc2ccc(O)cc2)cc(OC)c1OC	-8%	-32%	-14%
COc1ccc(N2CC(C(=O)Nc3ccc(N4CCOCC4)cc3)CC2=O)cc1 (configuration not stated)	-4%	-3%	-20%[0.501 µM]
CSc1ccc(CCNC(=O)CCc2c(C)nc3ncnn3c2C)cc1	-2%	10%	3%
COc1ccc(/C=C/C(=O)NCCn2c(C)cc3ccccc32)cc1OC	-31%	-26%	-8%
Cc1cc2cc(CNC(=O)Nc3ccc(Cl)c(Cl)c3)ccc2n1C	-2%	-19%	-2%
CC(C)(C)c1nnc(NC(=O)CCn2cnc3ccccc3c2=O)s1	-7%	-20%	0%
O=C(CNC(=O)c1ccccc1)OCC(=O)c1cccc2ccccc12	-4%	?	.
Cc1ccc(-c2cc(C(=O)NCCCn3ccnc3)no2)cc1	-12%	-8%	0%
Cc1ccc(CC2CC(=O)N(c3cc(C)ccc3C)C2=O)cc1 (configuration not stated)	-10%	3%	-2%

More compounds:
SMILES	FEN1 inh	TDP1 cell CPT	GCN5L2 inh
CCOC(=O)C1Nc2ccc(OC(F)(F)F)cc2C2C=CCC12 (configuration not stated)	?	?	.
C=CCOc1cccc(C(=O)/C=C2/C(=O)Nc3ccccc32)c1	-22%	7.3µM*	-8%
CC(C)(C)OC(=O)N1CCCN(C(=O)Nc2ccccc2)CC1	-10%	1%	4%
COc1ccc2oc(C(=O)OC(C)C(=O)N3CCC(C)CC3)c(C)c2c1 (configuration not stated)	3%	?	-3%
CC(c1ccccc1)n1c(-c2ccncc2)n[nH]c1=S (configuration not stated)	9%	-15%	-3%
CN(c1ccccc1)S(=O)(=O)c1ccc(C(=O)N2CCN(c3ccccc3Cl)CC2)cc1	10%	23µM*	-9%
O=C(NCc1ccco1)c1ccccc1	8%	2%	-12%
Cc1ccc(C2=NCCNC2=O)c(C)c1	-3%	-4%	1%
COc1ccc(CNC(=O)C(C)Sc2nc(-c3ccccc3)cc(C(F)(F)F)n2)cc1 (configuration not stated)	-15%	?	-13%
O=C(CSc1nc2ccccc2s1)c1cc2ccccc2o1	?	-25%	.
CC(=O)Nc1ccc(C(=O)OCC(=O)Nc2ccc(S(=O)(=O)N3CCOCC3)cc2)cc1	-2%	-10%	-10%
O=C(/C=C1\SC(=O)NC1=O)Nc1ccc(C(=O)O)cc1	-12%	4%	0%
c1ccc(-n2c(-c3ccco3)nnc2-c2ccco2)cc1	-6%	-6%	-3%
Cc1noc(NS(=O)(=O)c2ccc(NC(=O)c3ccccc3NS(=O)(=O)c3ccc(F)c(F)c3)cc2)c1C	-7%	4%	.
COc1ccc(CCNS(=O)(=O)c2ccc3[nH]c(=O)[nH]c3c2)cc1	-8%	-12%	-4%
Cc1ccccc1N1CCN(S(=O)(=O)C[C@]23CCC(CC2NC(=O)[C@@H](N)CCS(C)(=O)=O)C3(C)C)CC1 (some centres not stated)	-8%	-18%	-10%
CC(C)(C)C(=O)Nc1ccccc1N1CCN(C(=O)c2ccc(Cl)cc2)CC1	0%	?	-9%
COC(=O)c1ccc(-n2c(C)cc(C(=O)CCl)c2C)cc1	16%	2.9µM*	-10%
c1ccc(-c2cnc(SCCN3CCOCC3)n2CC2CCCO2)cc1 (configuration not stated)	-8%	-14%	-3%
CCOc1ccc2c(c1)C(C)=CC(C)(C)N2C(=O)Nc1ccccc1	-11%	5.8µM*	3%
O=C(NCCN1CCOCC1)c1cc2sccc2n1Cc1ccc(F)cc1	0%	-30%	0%
O=C(NNC(=O)c1ccc(Cl)cc1Cl)c1cnccn1	-15%	?	-5%
CC(C)=CCc1c2c(c(O)c3c(=O)c4c(oc13)-c1cc(O)c(O)cc1OC4C=C(C)C)C=CC(C)(C)O2 (configuration not stated)	1%	?	.
COC(=O)COc1ccc(C(=O)OC)cc1	-9%	3%	-11%
Cc1ccnc(NC(=S)NC(=O)c2ccco2)c1	2%	18%	-1%
Cc1cc(C(=O)Nc2cc(S(C)(=O)=O)ccc2Cl)no1	11%	-6%	-11%
S=C1Cc2ccccc2N1	?	0.92µM*	8%
COc1ccc(NC(=O)N2C3CCCC2CC(NC(=O)C2CC2)C3)cc1 (configuration not stated)	2%	10%	0%
CC(C)c1ccc(OCC(=O)NNC(=O)c2cnccn2)cc1	-11%	?	0%
CCN1CCN(Cc2ccc(NC(=O)c3ccc(C)c(NC(=O)c4cncc(-c5cccs5)c4)c3)cc2C(F)(F)F)CC1	-3%	2.3µM*	.
O=C(Nc1ccccc1)c1nn(-c2ccccc2)c(=O)cc1C(F)(F)F	10%	?	-13%
Cc1cccc(C)c1N1CCN(c2ccc3nnc(C(F)(F)F)n3n2)CC1	0%	21µM*	-9%
COc1ccc(CC(=O)Nc2cccc(C(=O)NN3C(=O)c4ccccc4C3=O)c2C)cc1	1%	-15%	-3%
CC(C(=O)O)c1ccc(CC2CCCC2=O)cc1 (configuration not stated)	19%	-4%&4%	-5%&10%
COc1ccc(Nc2cc(=O)oc3ccccc23)cc1	3%	2.9µM*	-4%
Cc1ccc(-n2nc(-c3ccc(F)cc3)c3cnc4cc5c(cc4c32)OCO5)cc1C	-6%	8%	-1%

Assay outcomes as filed in PubChem BioAssay.
